# CFTR F508del cor = CFTR F508del correction in bronchial cells. activity (quench increase), % at 7.58 µM. CFBE cells, YFP halide quenching; stimulated with forskolin plus potentiator P3; % fluorescence drop versus neutral controls. 0.36% of 350,000 active. AID 720511;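 active = mean added fluorescence quench of at least 8% versus neutral control, with both replicates also reaching 8%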;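 also: cells transiently co-express mutant CFTR-F508del with the halide-sensitive YFP; corrector assay measuring rescue of mutant channel to the surface after 24 h compound exposure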
# miR122 inh = miR-122 inhibition in Huh7 cells; Huh7 miR-122 Renilla luciferase sensor, 48 h; neutral wells = 0, positive control = 100; activation (reporter increase), % at 12.5 µM; 0.3% of 340,000 active;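 active = mean replicate activation score at least 90 and every replicate individually at or above 90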;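 also: higher luciferase means less miR-122 activity so hits act as miR-122 inhibitors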
# Cneo AK release = causes C. neoformans cell lysis. adenylate kinase release luminescence, 4 h; normalised: neutral wells 0, clomiphene wells 100. AID 651654. 0.2% of 360,000 active. lysis activity, % at 15 µM;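 active = mean lysis activity across replicates of at least 80%, whatever share of replicates individually reach that level; inactive = mean lysis activity below 80%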
#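 Schedule: static 4 h at 37 °C with compound, 1 h detection; system: C. neoformans cells; benchmarks: Clomiphene as positive control; buffer or medium: fresh YPD medium; measure: luminescence rise reflecting yeast cell lysis; measured by: luminescent adenylate kinase detection reagent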
# PglD inh = PglD (C. jejuni) enzyme inhibition. purified PglD enzyme, DTNB colorimetric CoA detection. 0.098% of 360,000 active. inhibition, % at 12.5 µM. AID 602405; in the data active = inhibition above about 16%, passing the limit was not always enough; also: strong numbers were not always called active
# PGC1a acetyl inh = PGC1a acetylation modulation, inhibitor mode | U2OS PGC1a acetylation, AlphaScreen anti-acetyl-lysine; with virally co-expressed GCN5 acetyltransferase | inhibition, % at 15.6 µM | 0.17% of 350,000 active | AID 651687;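 active = every replicate shows inhibition of at least 40%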;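 also: 0% = neutral control wells and 100% = positive control wells; some results beyond the cut were filed as inactive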
# Statin myotox sup = suppression of simvastatin myotoxicity; rescue of ATP level, % at 7.49 µM; C2C12 myotubes + simvastatin, ATP luminescence, 48 h; scaled: DMSO 0, geranylgeraniol control 100; 0.78% of 330,000 active;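 active = mean ATP rescue above about 67%, or every replicate alone reaching that limit, limit read from the data, passing the limit was not always enough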;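 also: myotubes were challenged with 10 µM simvastatin during compound exposure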
# FN deposition inh = fibronectin deposition inhibition; 0.086% of 350,000 active; inhibition, % at 12.6 µM; AH1F fibroblasts, Alexa488-fibronectin deposition fluorescence, overnight;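 active = mean inhibition across replicates of 30% or more, regardless of how many single replicates reach that level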;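 also: positive control wells lacked labelled fibronectin entirely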
#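 Test system: AH1F fibroblast monolayer depositing Alexa488-labelled fibronectin into matrix. Input: 10000 cells per well. Technique: fluorescence, ex 485 nm, em 525 nm. Buffer or medium: DMEM plus 2% serum, read in PBS. Timing: 1 h cell adhesion before compound, then overnight fibronectin incubation. Compound: single dose, pinned. Read-out basis: inhibition from reduced deposited-fibronectin fluorescence.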
# INS-1E GSIS act = GLuc luminescence reporter in INS-1E cells, primary screen for activators of glucose-dependent secretion of insulin. activation, % at 16.6 µM. INS-1E GLuc reporter insulin secretion, 2-3 h. 0.61% of 370,000 active;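 active = lowest replicate activation of at least 40%, so every replicate reaches that level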;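 also: 0% = median of neutral control wells and 100% = median of IBMX positive control wells; some compounds called inactive have numbers as strong as hits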
# * = called active by the depositor; x = not tested or not shown; [ ] = another dose, or the depositor's remark. Compounds as they come; any-hit rate near 2.1%.
SMILES,CFTR F508del cor,miR122 inh,Cneo AK release,PglD inh,PGC1a acetyl inh,Statin myotox sup,FN deposition inh,INS-1E GSIS act
C[C@H](NC(=O)N(C)C[C@H]1OCc2ccccc2-c2ccccc2C(=O)N([C@@H](C)CO)C[C@H]1C)c1ccccc1,-2.6,x,2,1,5,-4,6,4
Cc1noc(C)c1NC(=O)N(C)C[C@@H]1Oc2c(NC(=O)Nc3ccc4c(c3)OCO4)cccc2C(=O)N([C@@H](C)CO)C[C@H]1C,1.8,5[16.7 µM],3,5,0,9,x,-5
COc1ccc(NC(=O)C2(C)Cc3c(-c4ccc(NC(C)=O)cc4)ccnc3O2)cn1 (stereo not given),1.7,0,1,4,24,3,4,x
COc1cccc(S(=O)(=O)N[C@@H]2CC[C@H](CC(=O)NCc3ccc(Cl)cc3)O[C@H]2CO)c1,0.5,x,0,3,-1,7,-12,-17
c1coc(CN2CCN(C(c3cccs3)c3nnnn3C3CCCC3)CC2)c1 (stereo not given),x,5,-4,-1,-5,-19,x,x
O=C(Nc1cccc(Cl)c1)c1ccc2sc([C@H]3C[C@H](O)[C@@H](CO)O3)nc2c1,2.2,11,-1,2,x,-22,x,-13
CN(C)c1ccc(-c2csc(C(O)c3cccc(Cl)c3)n2)cc1 (stereo not given),-0.8,2,0,-2,-7,16,0,16
CCCNC(=O)N1C[C@@H](C)[C@H](OC)CN(C)C(=O)c2ccc(NC(=O)CC)cc2OC[C@@H]1C,0.5,x,-5,3,1,4,-10,-1
Cc1ccc(-c2nnc(SCC(N)=O)n2C)cc1,-0.2,2,8,7,14,0,-8,-9
Cc1ccc(C(=O)O/N=C/c2c(N3CCOCC3)n(C)c3ccccc23)cc1,x,-7,5,2,x,x,12,x
O=S(=O)(c1ccc(Oc2ccc(Br)cc2F)nc1)N1CCCCC1,x,-3,3,2,-1,5,4,x
CCN(CC(=O)Nc1ccc2c(c1)OCCO2)C(=O)COc1ccc(C)cc1,3.5,x,2,0,-5,6,3,-4
O=C1CC(N2CCOCC2)C(=O)N1c1cccc(Cl)c1 (stereo not given),x,-4,0,1,15,-4,x,0
CCCCC(=O)Nc1ccc(NC(=O)c2cccnc2)cn1,x,-2,1,4,-3,-35,0,x
CO[C@@H]1CN(C)C(=O)c2cc(NC(=O)C3CCC3)ccc2OC[C@@H](C)N(Cc2nccs2)C[C@H]1C,2.0,4[16.7 µM],52,3,x,3,8,-5
COc1ccc(CNC(=O)c2cc3c(s2)CS(=O)C3)cc1 (stereo not given),-2.1,-4,0,5,5,25,-13,0
O=C(c1cc(COc2ccc(F)cc2F)on1)N1CCN(C2CCCC2)C(=O)C1,-0.3,-4,0,0,3,x,6,20
COc1ccc(CN(C)C[C@@H]2OCCCC[C@@H](C)Oc3ccc(NC(=O)c4ccccc4)cc3C(=O)N([C@@H](C)CO)C[C@@H]2C)cc1,1.8,1[16.7 µM],-2,5,4,x,x,-22
O=C1CC(c2ccccc2)C(C(=O)O)N1 (stereo not given),-6.1,x,0,4,-4,-3,12,25
O=C(C[C@H]1C[C@@H]2c3cc(NS(=O)(=O)c4ccc(F)cc4)ccc3O[C@@H]2[C@@H](CO)O1)NCC1CC1,-1.6,4[16.7 µM],9,15,5,2,-16,-11
COC(=O)N/N=C/c1cn(CCCOc2ccc(C)cc2)c2ccccc12,x,7,-6,6,3,x,3,-28
CC(=O)Nc1ccc(C(=O)NN2C(=O)NC3(CCCCC3)C2=O)cc1,-3.9,1,-3,-4,5,11,-4,1
CO[C@@H]1CN(C)C(=O)c2cc(NC(=O)c3ccc(F)cc3)ccc2OC[C@H](C)N(C(C)=O)C[C@@H]1C,-0.9,0[16.7 µM],44,-2,-10,-6,1,2
O=C(N/N=C/c1coc2ccccc2c1=O)c1cc(Br)c(O)c(Br)c1,2.0,-4,0,1,x,-4,4,-15

# Just CFTR F508del cor and Statin myotox sup, for three of the compounds above:
SMILES	CFTR F508del cor	Statin myotox sup
COc1ccc(CNC(=O)c2cc3c(s2)CS(=O)C3)cc1 (stereo not given)	-2.1	25
O=C(c1cc(COc2ccc(F)cc2F)on1)N1CCN(C2CCCC2)C(=O)C1	-0.3	x
COc1ccc(CN(C)C[C@@H]2OCCCC[C@@H](C)Oc3ccc(NC(=O)c4ccccc4)cc3C(=O)N([C@@H](C)CO)C[C@@H]2C)cc1	1.8	x

# More results follow.
SMILES,CFTR F508del cor,miR122 inh,Cneo AK release,PglD inh,PGC1a acetyl inh,Statin myotox sup,FN deposition inh,INS-1E GSIS act
CCCc1nc2c(C)cc(Br)cn2c1Cc1ccc(C)cc1,4.9,18,12,-2,-38,3,-11,-27
OC(c1ccccc1)(c1nc(-c2cccc(F)c2)cs1)C(F)(F)F (stereo not given),1.3,7,-2,2,x,7,-6,-27
CC(=O)Nc1ccc(S(=O)(=O)N2CCCN(S(=O)(=O)c3ccc(C)cc3)CC2)cc1,x,11,-1,1,-1,-7,x,x
NC(=O)[C@@H]1CCCNc2c(I)cc([N+](=O)[O-])cc2C(=O)N[C@@H](Cc2ccccc2)C(=O)N[C@@H](Cc2cnc[nH]2)C(=O)N1,2.4,-4,-3,-3,-13,6,-5,5
CCOC(=O)c1csc(CCNC(=O)c2oc3c(Cl)cc(C)cc3c2C)n1,0.1,0,0,-3,-1,3,-2,-6
COc1ncnc2sc(-c3ccccc3)cc12,x,-1,3,-3,-4,6,x,x
Cc1nc(-c2ccc(Cl)cc2)sc1C1(C)CC(c2cccc([N+](=O)[O-])c2)=NO1 (stereo not given),1.2,-2,5,0,-18,14,-9,x
C[C@@H]1CN([C@H](C)CO)C(=O)Cc2cc(NC(=O)Nc3ccc(F)cc3)ccc2O[C@@H]1CN(C)S(=O)(=O)c1ccccc1,-2.0,-3[16.7 µM],0,9,2,1,x,-8
COCC(=O)N[C@H]1C=C[C@@H](CC(=O)NCc2ccc(Cl)cc2)O[C@@H]1CO,0.5,x,x,x,6,7,0,6
Cc1ccc(S(=O)(=O)N2CC[C@H]3[C@@H](C2)C(=O)C[C@@H](c2ccccc2)N3S(=O)(=O)c2ccc(C)cc2)cc1,-2.6,1,4,-1,2,4,x,-26
CN(C)Cc1ccccc1Cc1ccccc1,x,-3,6,1,6,x,x,13
Cc1ccc(-c2csc(Nc3ccccn3)n2)cc1,8.7*,-6,-25,2,18,-9,-11,-10
Cc1ccc(S(=O)(=O)Nc2ccc3c(c2)C(=O)N([C@@H](C)CO)C[C@@H](C)[C@@H](CN(C)S(=O)(=O)c2ccc(Cl)cc2)OCCCC[C@H](C)O3)cc1,1.1,39[16.7 µM],101*,-2,-3,x,2,13
Cc1ccccc1C(=O)NCC(=O)O,-0.1,-6,-2,-9,9,x,-9,12
CC(=O)Nc1cccc(NC(=O)c2sc3ncn(CC(=O)N4CCCCC4)c(=O)c3c2C)c1,x,-4,5,-6,-8,-9,x,x
CCc1cccc2c(C=C(C#N)C#N)cn(CC(=O)N3CCCCCC3)c12,-0.1,-1,1,2,-9,-4,x,13
CC(=O)c1ccc(NC(=O)c2ccc(CNc3c(N4CCCC4)c(=O)c3=O)cc2)cc1,4.5,8,1,-3,7,x,-4,-6
Cc1ccc(NC(=O)c2oc3ccc(Br)cc3c2C)cc1S(=O)(=O)N1CCOCC1,2.0,-4,-3,8,2,-5,3,0
N=c1n(CCN2CCCCC2)c2ccccc2n1CC(O)c1ccco1 (stereo not given),-13,-1,x,x,-6,-2,3,0
COc1ccc(OCC(O)CNC(=O)c2ccccc2C(=O)O)cc1 (stereo not given),x,1,0,-1,-7,-9,-35,x
COc1ccccc1CNC(=O)COC(=O)Cc1cccs1,-0.3,x,-1,-1,2,x,-1,-5
COc1ccc(N2CCN(Cc3cc4c(cc3Br)OCCO4)CC2)cc1,1.0,4,4,-5,x,-7,6,-8
O=C(Nc1ccccc1)C1Cc2c(-c3ccc4c(c3)OCO4)ccnc2O1 (stereo not given),-2.3,-1,1,-3,9,5,-3,-8
COc1ccccc1-c1csc(C(C)(O)c2cccc(F)c2)n1 (stereo not given),-5.6,10,-1,0,-4,11,8,4

# Full records, looked up by structure.
# Listed for `COc1ccc(CN(C)C[C@@H]2OCCCC[C@@H](C)Oc3ccc(NC(=O)c4ccccc4)cc3C(=O)N([C@@H](C)CO)C[C@@H]2C)cc1` = CFTR F508del cor = 1.8; miR122 inh = 1[16.7 µM]; Cneo AK release = -2; PglD inh = 5; PGC1a acetyl inh = 4; Statin myotox sup = x; FN deposition inh = x; INS-1E GSIS act = -22
# Listed for `CC(=O)Nc1ccc(S(=O)(=O)N2CCCN(S(=O)(=O)c3ccc(C)cc3)CC2)cc1` = CFTR F508del cor = x; miR122 inh = 11; Cneo AK release = -1; PglD inh = 1; PGC1a acetyl inh = -1; Statin myotox sup = -7; FN deposition inh = x; INS-1E GSIS act = x

# Carrying on:
SMILES,CFTR F508del cor,miR122 inh,Cneo AK release,PglD inh,PGC1a acetyl inh,Statin myotox sup,FN deposition inh,INS-1E GSIS act
O=C(O)c1cccc2c1C(=O)N(CC1CCCO1)C2 (stereo not given),-2.4,x,x,x,6,x,8,1
O=C(C[C@@H]1CC[C@H](NC(=O)c2cccc(F)c2)[C@H](CO)O1)NCc1ccc(Oc2ccccc2)cc1,-3.6,x,-3,1,-15,9,x,-20
CC(=O)Nc1ccc(S(=O)(=O)NNC(=S)NCC2CCCO2)cc1 (stereo not given),-1.5,x,-1,2,x,-3,x,6
COc1ccc(CCNC(=O)C2CC(=O)N(c3ccc(C(C)(C)C)cc3)C2)cc1OC (stereo not given),2.4,x,x,x,1,x,2,-15
CCC(C)NCC(=O)Nc1sc2c(c1C(N)=O)CCC2 (stereo not given),x,-3,-2,0,3,-15,-2,x
Cc1ccccc1-c1nc2c3ccccc3nc(=S)n2[nH]1,-1.0,9,4,2,-3,6,0,-4
N#C[C@@H]1[C@@H](c2ccc(C#Cc3ccc(F)cc3)cc2)[C@H](CO)N1C(=O)C1CCCC1,1.7,x,-4,-3,1,12,-6,9
O=C(CCCNC(=O)/C(=C\c1ccccc1F)NC(=O)c1ccccc1)OCc1ccccc1,x,0,26,-93,x,1,-9,x
CCN1C(=O)[C@H]2[C@H]3CN=C(SCc4ccc(C(=O)OC)cc4)N3[C@@](CC)(C(=O)OC)[C@H]2C1=O,-1.8,-5,-1,2,4,14,5,3
C[C@H]1CN([C@@H](C)CO)C(=O)c2cc(C3=CCCC3)cnc2O[C@@H]1CN(C)C(=O)C1CCCCC1,0.6,-3[16.7 µM],2,-7,-1,28,x,-6
Cc1ccc(S(=O)(=O)N(C)C[C@@H]2Oc3ccc(N(C)C)cc3CC(=O)N([C@H](C)CO)C[C@@H]2C)cc1,2.9,-6[16.7 µM],0,1,3,-11,-7,-3
Cc1ccc(C2=NS(=O)(=O)N(C)C(C(=O)NCc3ccccn3)=C2)cc1,2.8,-6,-1,3,3,11,-4,-9
CCOc1cc(N2CCOCC2)c(OCC)cc1NC(=O)COC(=O)c1cc2ccccc2cc1O,x,-2,1,1,x,x,-1,141*
O=[N+]([O-])c1cccc2c1ccc1ncccc12,-5.3,-5,-2,-1,16,-2,9,7
COc1ccc(-c2nnc(CSc3nnc(-c4ccncc4)n3C3CCCCC3)o2)cc1OC,x,0,2,0,4,-19,2,x
Cc1c(C(=O)O)[nH]c2c1C(=O)CC(c1ccccc1)C2 (stereo not given),x,4,-1,2,-2,-19,x,x
CC(=O)NC(CC(C)C)C(=O)NC(Cc1ccccc1)C(=O)CCl (stereo not given),-2.0,-8,x,x,5,x,-3,-13
O=S1(=O)N(Cc2ccccc2F)CCCN1Cc1c(F)cccc1Cl,-0.3,x,2,4,x,6,1,-2
O=C(c1cc2cc(Cl)ccc2[nH]1)N1CCc2ccccc2C1,-0.5,1,-6,-5,11,6,-2,-6

# Screens deposited in PubChem by Broad Institute.
